UTI89 phage lysis: protection from phage-mediated lysis, alamar blue read-out – E. coli UTI89, K1F phage, bacterial capsule biogenesis inhibitors (AID 488966); one-dose inhibition, % at 100 µM; IC50 in µM for titrated hits; 340,000 compounds, 0.02% hits; E. coli UTI89 K1F phage lysis, alamar blue, 2 h; higher % means a stronger effect;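 active = phage lysis inhibition, versus mean bacterial control, above a set limit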;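 note: capsule biogenesis inhibitors block K1F phage lysis so surviving cells raise fluorescence; higher fluorescence means more inhibition of phage lysis; actives were called in the ten point dose series up to 300 µM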
NTR1 ag: agonists of NTR1, primary screen, imaging, U2OS cells, beta-arrestin-GFP, high content (AID 493036); 330,000 compounds, 0.17% hits; activation, % at 20 µM; NTR1-U2OS beta-arrestin-GFP spot imaging, agonist mode;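 active = activation at or above 40% of the spot to cytoplasm intensity ratio, with at least 20 cells analyzed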;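 note: 0% = DMSO without peptide and 100% = 100 nM NTR1 peptide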
Target sequence (P30989 whole entry, looked up): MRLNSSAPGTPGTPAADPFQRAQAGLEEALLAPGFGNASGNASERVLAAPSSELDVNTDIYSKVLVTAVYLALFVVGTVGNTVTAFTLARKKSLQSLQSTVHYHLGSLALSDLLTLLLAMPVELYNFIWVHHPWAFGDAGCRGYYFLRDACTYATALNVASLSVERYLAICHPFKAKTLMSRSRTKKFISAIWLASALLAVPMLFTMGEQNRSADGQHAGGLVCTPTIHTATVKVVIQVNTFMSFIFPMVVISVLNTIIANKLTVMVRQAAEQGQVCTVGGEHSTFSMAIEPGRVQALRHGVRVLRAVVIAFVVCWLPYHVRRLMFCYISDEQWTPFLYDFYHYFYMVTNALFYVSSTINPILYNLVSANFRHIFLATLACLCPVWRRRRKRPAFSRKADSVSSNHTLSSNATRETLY
MgcRacGAP inhibition: MgcRacGAP GTPase-activating activity inhibitors, confirmation, biochemical, ADP Hunter fluorescence | MgcRacGAP-stimulated Rac1 GTP hydrolysis, ADP Hunter fluorescence; higher % means a stronger effect; GST-tagged Rac1 F28L mutant substrate | one-dose inhibition, % at 30 µM; IC50 in µM for titrated hits | AID 624330 | 340,000 compounds, 0.6% hits;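 active = first-screen hits whose inhibition reached a set limit at any dose in the follow-up dose series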;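 note: fluorescence reports GDP produced by GAP-driven GTP hydrolysis; strong numbers were not always called active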
NTR1 ag cell count 20 µM: second read-out of NTR1 ag, no call of its own (marks repeat the call); cell count; measured here: cell count, cytotoxicity flag
* marks the source's active call; other numbers are inactive results; [ ] = remark or other dose. These rows are one share of the data; the hit share may differ from the screen's.

SMILES	UTI89 phage lysis	NTR1 ag	NTR1 ag cell count 20 µM	MgcRacGAP inhibition
CS(=O)(=O)c1cccc(C(=O)OCCCC(=O)c2ccccc2)c1	0.7%[50 µM]	-2.0	60	2.3%
CC(C)(c1cc(Br)c(O)c(Br)c1)c1cc(Br)c(O)c(Br)c1	-1.2%	6.3	63	8.5%
Cc1cc(C)c(NC(=O)CN(C)C(C)C(=O)N2CCc3ccccc32)c(C)c1 (stereo not given)	0.5%[50 µM]	-1.4	78	0.2%
N#CC1(NC(=O)CSc2nnc(COc3ccccc3F)n2N)CCCCC1	1.6%[50 µM]	-0.8	55	-0.1%
C#CCOCCOCCOCCNc1nc(N2CCN(C(=O)CCCCCCCCCCNC(=O)[C@H](CCCCN)n3cc(CCCC(=O)O)nn3)CC2)nc(N2CCN(C(=O)CCCCCCCCCCNC(=O)[C@@H]([C@H](C)O)n3cc(C)nn3)CC2)n1	-1.5%	-6.8	54	3.9%
OCCNc1nc(Nc2ccc(Cl)cc2)nc(N2CCCC2)n1	-1.1%	0.0	54	4.0%
Cc1cccc(C)c1NC(=O)CNC(=O)C1COc2ccccc2O1 (stereo not given)	0.5%[50 µM]	-0.1	59	1.3%
CCOC(=O)C1=C(COC(=O)c2ncc(Cl)c(Cl)c2Cl)NC(=O)NC1C (stereo not given)	1.1%[50 µM]	1.5	45	3.4%
CN(CC(=O)Nc1ccc(F)c(F)c1F)C(=O)c1nn(Cc2ccccc2)c(=O)c2ccccc12	0.0%[50 µM]	-1.5	59	3.5%
COCCN(C(=O)COC(=O)CNC(=O)c1cccs1)c1c(N)n(Cc2ccccc2)c(=O)[nH]c1=O	0.6%[50 µM]	-0.5	65	12.2%
CCn1c(SC(C)C(=O)NCC2CCCO2)nc2scc(-c3ccccc3)c2c1=O (stereo not given)	0.3%[50 µM]	2.3	73	2.2%
CCOP(=O)(OCC)c1ccc2c(c1)C(=O)c1ccccc1CC2	4.1%	-1.2	65	9.4%
Cc1cc(/C=C2/SC(=S)N(c3cccc(C(F)(F)F)c3)C2=O)c(C)n1-c1cccnc1	3.6%	0.3	62	6.8%
COCCNc1nnc(SCC(=O)NNC(=O)c2ccc([N+](=O)[O-])cc2)s1	0.9%[50 µM]	0.3	71	9.5%
N=C(N)SCCN	1.4%	0.7	79	6.4%
Nc1nnc(SCC(=O)NCC(=O)Nc2ccc(F)c(F)c2F)s1	0.2%[50 µM]	3.5	99	5.8%
O=S(=O)(NCC1(N2CCOCC2)CCCCC1)c1ccccc1Cl	-0.5%[50 µM]	0.8	65	-7.1%
C[C@H](NS(=O)(=O)c1ccccc1)C(=O)N1CCN(C(c2ccccc2)c2ccccc2)CC1	-1.0%	7.9	62	2.7%
CCCNC(=O)C(Cc1ccccc1)NC(=O)c1ccc(C(C)(C)C)cc1 (stereo not given)	0.9%	-0.3	51	6.9%
O=C(Nc1cccc(C(F)(F)F)c1)C1CC(=O)N(CCc2ccccc2)C1 (stereo not given)	0.0%[50 µM]	-2.2	59	8.1%
CCOC(=O)C1CCN(C(=O)COC(=O)/C=C/c2cccc(OC)c2OC)CC1	0.7%[50 µM]	-0.4	59	6.5%
O=S(=O)(c1ccc(SCc2ccccc2)nc1)N1CCCCC1	0.3%[50 µM]	1.7	88	8.0%
COc1ccc2oc(C(=O)OC(C)C(=O)Nc3ccc(N4CCOCC4)cc3)c(C)c2c1 (stereo not given)	0.6%[50 µM]	0.3	59	6.9%
O=S(=O)(Nc1ccc2c(c1)OCO2)c1ccc(F)c(F)c1	0.0%	0.9	58	2.1%
CCCC1(c2ccccc2)NC(=O)N(CC(=O)NCC2COc3ccccc3O2)C1=O (stereo not given)	0.0%[50 µM]	-3.5	13	4.8%

An excerpt from above, reduced to NTR1 ag cell count 20 µM and NTR1 ag.
mol | NTR1 ag cell count 20 µM | NTR1 ag
N=C(N)SCCN | 79 | 0.7
Nc1nnc(SCC(=O)NCC(=O)Nc2ccc(F)c(F)c2F)s1 | 99 | 3.5
O=S(=O)(NCC1(N2CCOCC2)CCCCC1)c1ccccc1Cl | 65 | 0.8
C[C@H](NS(=O)(=O)c1ccccc1)C(=O)N1CCN(C(c2ccccc2)c2ccccc2)CC1 | 62 | 7.9
CCCNC(=O)C(Cc1ccccc1)NC(=O)c1ccc(C(C)(C)C)cc1 (stereo not given) | 51 | -0.3
O=C(Nc1cccc(C(F)(F)F)c1)C1CC(=O)N(CCc2ccccc2)C1 (stereo not given) | 59 | -2.2

(continued)
SMILES	UTI89 phage lysis	NTR1 ag	NTR1 ag cell count 20 µM	MgcRacGAP inhibition
CCOc1ccc(OCCC(=O)OCC(=O)Nc2cc(S(=O)(=O)N3CCOCC3)ccc2C)cc1	0.1%[50 µM]	-0.3	64	5.5%
Cc1cc(Cl)c(C)c(S(=O)(=O)N2CCN(C(=O)C3CCCO3)CC2)c1Cl (stereo not given)	0.3%[50 µM]	1.7	70	5.7%
O=C(Cn1cc([N+](=O)[O-])ccc1=O)NC1CCCCC1	0.5%[50 µM]	1.5	56	4.1%
CCN(C(=O)COC(=O)CN1C(=O)c2ccccc2C1=O)c1ccccc1	1.4%[50 µM]	0.1	51	-0.4%
Cc1ccc(C(=O)NCC(C)NC(=O)c2ccc(C)c([N+](=O)[O-])c2)cc1[N+](=O)[O-] (stereo not given)	0.3%	0.7	53	11.3%
CN(Cc1ccccc1)S(=O)(=O)c1ccc(Cl)c(C(=O)NCCCN2CCOCC2)c1	1.1%[50 µM]	-0.3	57	5.8%
CNS(=O)(=O)c1cccc(C(=O)OCC(=O)Nc2ccc3ccccc3c2)c1	-0.3%	0.1	64	12.4%
CCCCn1c(N)c(N(CCOC)C(=O)c2cc(-c3ccc(OC)cc3)nc3ccccc23)c(=O)[nH]c1=O	0.3%[50 µM]	0.3	63	9.2%
O=C(O)c1cc(-c2ccccc2)nn1CC1CC(c2cccnc2)=NO1 (stereo not given)	1.3%	-0.1	98	5.4%
O=C(Nc1cc2c3c(c1)CC(=O)N3CCC2)C1CCCCC1	0.8%[50 µM]	-0.7	68	2.0%
O=C(COc1ccc(Br)cc1Cl)N1CCN(c2ncccn2)CC1	0.4%[50 µM]	-0.2	44	1.3%
COc1ccc(C(CNC(=O)COc2ccccc2)N2CCOCC2)cc1 (stereo not given)	1.8%	0.8	68	2.8%
CCOc1ccc(OCCOC(=O)CN(C)S(=O)(=O)c2ccc(NC(C)=O)cc2)cc1	1.3%[50 µM]	3.8	51	9.6%
CC1CCC(NC(=O)CN2C(=O)C3CC=CCC3C2=O)CC1 (stereo not given)	0.7%[50 µM]	-1.0	58	0.6%
Cc1ccc(C(c2cc(Br)ccc2O)N2CCSCC2)cc1 (stereo not given)	2.7%	2.2	97	4.6%
Cc1ccc(C(=O)Nc2cc(C(F)(F)F)ccc2-n2cncn2)o1	0.4%[50 µM]	1.3	60	2.4%
CCOC(=O)C(CC)Sc1nnc2cc(C)c3ccccc3n12 (stereo not given)	0.5%	1.3	36	3.3%
COc1cc2[nH]cc(C(=O)NCc3cccs3)c(=O)c2cc1OC	0.8%	0.2	54	-3.1%
COCCn1c(SCC(=O)Nc2c(C)n(C)n(-c3ccccc3)c2=O)nc2ccccc2c1=O	0.2%[50 µM]	0.2	56	-0.2%
Cc1nc2ncnn2c(N2CCC(C(=O)NCC3CCCO3)CC2)c1Cc1ccccc1 (stereo not given)	-1.8%	-0.1	82	9.2%
O=C(O)/C(=C\c1cccc(C(F)(F)F)c1)c1ccc(S(=O)(=O)N2CCCC2)s1	0.1%[50 µM]	-0.8	75	0.7%
COc1cccc(NC(=O)CN(C)C(=O)CC2CCCCC2)c1	0.7%[50 µM]	0.2	63	3.8%
O=C(Nc1ccc(S(=O)(=O)Nc2cnc3ccccc3n2)cc1)c1ccc(F)cc1	-0.2%	1.7	49	7.3%
Cc1csc(=O)n1CC(=O)OC(C)C(=O)Nc1ccc(F)c(F)c1F (stereo not given)	-0.7%[50 µM]	0.0	52	7.9%
C=CCC[C@H](Cc1ccc(F)cc1)C(=O)OC[C@@H](C)NC(=O)[C@H](CC=C)CC(=O)N(CCO)Cc1ccccc1	-0.3%	10.1	53	7.1%

3 compounds from above, ordered by their value in MgcRacGAP inhibition, lowest first.
structure | MgcRacGAP inhibition
CCN(C(=O)COC(=O)CN1C(=O)c2ccccc2C1=O)c1ccccc1 | -0.4%
COc1cccc(NC(=O)CN(C)C(=O)CC2CCCCC2)c1 | 3.8%
Cc1ccc(C(=O)NCC(C)NC(=O)c2ccc(C)c([N+](=O)[O-])c2)cc1[N+](=O)[O-] (stereo not given) | 11.3%

Additional entries follow.
SMILES	UTI89 phage lysis	NTR1 ag	NTR1 ag cell count 20 µM	MgcRacGAP inhibition
Cc1ccc(C)c(NC(=O)CN(C)C(=O)c2ccc3ncsc3c2)c1	0.8%[50 µM]	-1.5	67	8.8%
Cc1ccc(CONC(=O)c2cccc(C)c2)cc1	0.6%[50 µM]	2.0	66	7.0%
CCN(CC)C(=O)[C@H]1C[C@H](CC(=O)NCCCOC)C(=O)N2CCc3c([nH]c4cc(-c5ccco5)ccc34)[C@]12C	-0.3%	2.3	62	7.1%
COc1ccc(C(=O)NNC(=O)Cc2nc3ccccc3n2C)cc1	0.4%	0.5	54	5.5%
Cc1nn(-c2ccccc2)c(C)c1NC(=O)COC(=O)c1ccc(Cl)c(N)c1	1.1%[50 µM]	2.9	54	3.7%
Cc1ccc(SCC(=O)OC(C)C(=O)NCc2ccccc2)cc1C (stereo not given)	0.4%[50 µM]	0.2	58	3.2%
Cc1nn(-c2ccccc2)c(C)c1C(=O)OC(C)C(=O)Nc1ccc(C(N)=O)cc1 (stereo not given)	-2.3%	-1.5	41	4.2%
C=C1C[C@@]23CCC4[C@@](C)(CCC[C@@]4(C)C(=O)O)C2CC[C@]1(O)C3 (stereo not given in full)	0.6%	-0.1	60	8.8%
CCCn1c(SCC(=O)NCc2ccc3c(c2)OCO3)n[nH]c1=O	0.9%[50 µM]	-0.2	68	5.3%
Cc1cc(SCC(=O)OCC(=O)N(C)c2ccccc2)nc2ccccc12	1.1%[50 µM]	3.2	68	9.1%
Cc1ccc(NC(=O)c2nc[nH]c2C(=O)N[C@H](C)c2ccccc2)cc1	1.2%	41.3*	66*	10.4%
COc1ccc(C2=NOC(c3nnc(-c4ccccc4)o3)C2)cc1 (stereo not given)	1.4%	-5.3	91	3.7%
Cc1ccc(-c2csc(NS(=O)(=O)c3cccc(F)c3)n2)o1	-4.8%	3.3	60	23.0%
CCN1CCN(c2ccc(S(=O)(=O)N3CCCCC3)cc2NC(=O)Cc2ccccc2)CC1	1.3%[50 µM]	-0.3	69	6.8%
Cc1cc(S(=O)(=O)Nc2ccc(C(=O)NCCCN3CCOCC3)cc2)ccc1F	0.2%[50 µM]	-0.6	58	2.2%
Cc1cccc(C(=O)OCC(=O)Nc2c(C)n(C)n(-c3ccccc3)c2=O)c1	0.9%[50 µM]	1.3	49	3.2%
Cc1nc(NC(=O)COC(=O)C(C)NC(=O)c2ccccc2)c(Cl)cc1Cl (stereo not given)	0.6%[50 µM]	4.3	48	5.5%
Cc1cccc(NC(=O)c2ccc(C(=O)c3ccccc3)cc2)n1	0.5%[50 µM]	0.2	79	15.5%
O=C(CC1C[C@H](C(=O)N2CCOCC2)[C@@]2(CCC3CCCC3)c3[nH]c4ccccc4c3CCN2C1=O)NCC12CC3CC(CC(C3)C1)C2 (stereo not given in full)	0.0%	1.4	55	3.8%
C[C@@H]1CN([C@H](C)CO)C(=O)c2cc(NC(=O)NC3CCCCC3)ccc2O[C@H]1CN(C)S(C)(=O)=O	1.0%	-1.4	51	7.9%
COCCn1c(Cc2ccccc2)nnc1SC(C)C(=O)NC1CC1 (stereo not given)	2.1%[50 µM]	-2.4	56	4.5%
CCOc1ccccc1C(=O)NCC(=O)N1CCC(C)CC1	0.8%[50 µM]	-1.1	59	0.2%
Cc1ccc(S(=O)(=O)CCC(=O)NCCC2=CCCCC2)cc1	0.7%[50 µM]	1.9	67	5.5%
O=C(COC(=O)/C=C/c1cccc(F)c1)Nc1ccc2[nH]c(=O)[nH]c2c1	0.6%[50 µM]	-0.1	77	5.0%
CCCCn1c(SCC(=O)Nc2ccc(C)c(S(=O)(=O)N3CCOCC3)c2)nnc1C(CC)N(C)C (stereo not given)	1.1%[50 µM]	-0.5	57	3.0%
Additional compounds follow.
SMILES	UTI89 phage lysis	NTR1 ag	NTR1 ag cell count 20 µM	MgcRacGAP inhibition
COC(=O)c1ccccc1NC(=O)COC(=O)/C=C/c1cccs1	-2.3%	5.5	85	-1.4%
COc1cc(OC)c2c(-c3cccc(-c4sccc4C(C)=O)c3)cc(=O)oc2c1	0.2%	2.0	36	4.8%
CN(C)CCCN(C(=O)c1ccc(S(=O)(=O)N2CCCCCC2)cc1)c1nc2c(F)cc(F)cc2s1	0.7%[50 µM]	-1.5	59	-0.5%
CN(C(=O)c1cccc(N2C(=O)C3CC=CCC3C2=O)c1)C1CCCCC1 (stereo not given)	2.5%	-0.3	77	9.5%
COc1cc(Nc2ccc(S(=O)(=O)N3CCN(C)CC3)cc2[N+](=O)[O-])cc(OC)c1	1.2%[50 µM]	1.0	82	3.3%
CCOC(=O)[C@H]1[C@H]2COc3ccccc3[C@@H]2N2C(=O)CN(Cc3ccccc3)C(=O)[C@@]12C	1.9%	-1.2	66	10.0%

Screens from PubChem BioAssay.
